# GRK2 inh – blocks RNA aptamer binding to human GRK2; P25098; bead flow cytometry, FAM-aptamer displacement from GRK2; inhibition of aptamer binding, % at 10 µM; actives 0.59% (n = 330,000);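 active = inhibition of aptamer binding above 40%, roughly 3 SD of noise, on plates passing a quality check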;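 also: median bead fluorescence of bound FAM aptamer so fluorescent compounds give negative values; no value below 0 was filed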
# LAP4 TOR yeast – alters LAP4-GFP fluorescence in TOR pathway yeast screen; S. cerevisiae LAP4-GFP multiplex, flow cytometry GFP, 3 h; median GFP as percent of DMSO wells; GFP response vs DMSO, % at 10 µM; actives 0.34% (n = 320,000);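 active = GFP response vs DMSO above a set limit, about the screen mean plus 3 SD, cut at about 150% in these data; inconclusive = under 70 cell events counted for the yeast strain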
# VLA-4 inh – inhibition in a human VLA-4 binding assay. AID 2557. inhibition, % (about 7 µM as worked out from the volumes in the protocol). P13612. VLA-4 expressing cells, ligand binding flow cytometry. actives 0.2% (n = 330,000); in the data active = inhibition above about 50%
# Target sequence (P13612 whole entry, looked up): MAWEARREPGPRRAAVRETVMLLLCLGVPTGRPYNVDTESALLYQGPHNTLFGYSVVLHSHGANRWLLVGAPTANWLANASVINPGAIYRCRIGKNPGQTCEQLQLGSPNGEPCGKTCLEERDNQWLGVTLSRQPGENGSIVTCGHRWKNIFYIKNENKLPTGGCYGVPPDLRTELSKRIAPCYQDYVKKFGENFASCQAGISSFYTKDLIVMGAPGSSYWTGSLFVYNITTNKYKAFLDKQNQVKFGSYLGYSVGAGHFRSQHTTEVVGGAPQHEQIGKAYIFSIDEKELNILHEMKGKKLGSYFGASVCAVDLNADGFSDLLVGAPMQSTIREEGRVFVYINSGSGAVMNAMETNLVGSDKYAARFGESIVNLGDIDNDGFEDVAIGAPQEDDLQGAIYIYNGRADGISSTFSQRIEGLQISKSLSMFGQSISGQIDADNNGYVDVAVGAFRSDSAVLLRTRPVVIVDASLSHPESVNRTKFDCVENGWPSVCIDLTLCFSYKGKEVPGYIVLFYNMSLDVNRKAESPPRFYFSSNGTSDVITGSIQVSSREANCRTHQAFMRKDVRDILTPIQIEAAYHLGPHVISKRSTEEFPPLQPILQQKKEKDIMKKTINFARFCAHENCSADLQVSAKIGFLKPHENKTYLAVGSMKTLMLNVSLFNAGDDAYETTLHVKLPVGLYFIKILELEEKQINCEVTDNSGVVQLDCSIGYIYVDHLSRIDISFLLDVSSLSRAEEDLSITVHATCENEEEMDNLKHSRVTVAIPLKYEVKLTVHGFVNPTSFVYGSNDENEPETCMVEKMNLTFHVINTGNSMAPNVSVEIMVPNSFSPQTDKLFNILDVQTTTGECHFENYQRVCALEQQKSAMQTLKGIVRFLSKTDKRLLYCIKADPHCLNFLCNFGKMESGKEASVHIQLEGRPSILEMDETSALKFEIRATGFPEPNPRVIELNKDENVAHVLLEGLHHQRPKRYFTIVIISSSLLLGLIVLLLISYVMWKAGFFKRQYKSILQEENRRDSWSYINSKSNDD
# RPL19A TOR yeast – modulators of TOR pathway RPL19A-GFP in S. cerevisiae. S. cerevisiae RPL19A-GFP strain, flow cytometry, 3 h; active compounds read low. percent response vs DMSO, % at 10 µM. actives 0.3% (n = 330,000). AID 2025;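 active = percent response vs DMSO below 50%; inconclusive = fewer than 70 events counted for the yeast strain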;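 also: median channel GFP fluorescence of the barcoded RPL19A-GFP strain; ratio of sample median GFP to plate DMSO average so 100% = DMSO; lower means less RPL19A-GFP as with rapamycin TOR inhibition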
# AGP1 TOR yeast – alters AGP1-GFP fluorescence in TOR pathway yeast screen; S. cerevisiae AGP1-GFP multiplex flow cytometry, 3 h; GFP as percent of DMSO wells; GFP response vs DMSO, % at 10 µM; actives 0.02% (n = 320,000); AID 2066;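 active = GFP response relative to DMSO above a set limit, near screen average plus 3 SD, cut at about 150% in these data; inconclusive = fewer than 70 cells counted for the yeast strain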;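 also: median GFP channel fluorescence of the gated AGP1 strain per well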
# CR mimetic SO – lowers age-related superoxide in aged yeast cells. superoxide response (% of plate mean), % at 10 µM. AID 2690. actives 0.18% (n = 330,000). S. cerevisiae aged cells, superoxide DHE fluorescence; active compounds read low;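 active = superoxide response under a set limit, about three screen SD below normal, cut at about 65% in these data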;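 also: yeast aged for seven days with compound at 30 °C before DHE staining; 100% = average MFI of all compound-treated wells on the plate with controls excluded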
# CIT2 TOR yeast – modulators of TOR pathway CIT2-GFP in S. cerevisiae; S. cerevisiae CIT2-GFP strain, flow cytometry, 3 h; 100 means same as DMSO wells; GFP response vs DMSO, % at 10 µM; actives 0.065% (n = 320,000);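 active = GFP response relative to DMSO above a set limit, near the screen mean plus 3 SD, cut at about 150% in these data; inconclusive = Fewer than 70 cells measured for a yeast strain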;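 also: ratio of well median GFP fluorescence to mean of DMSO wells on the plate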
# MEP2 TOR yeast – alters MEP2-GFP fluorescence in TOR pathway yeast screen. actives 0.51% (n = 330,000). AID 2016. GFP response vs DMSO, % at 10 µM. S. cerevisiae MEP2-GFP strain, flow cytometry GFP, 3 h; 100% = DMSO control level;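 active = GFP response versus DMSO above a set limit, roughly screen mean plus 3 SD, cut at about 180% in these data; inconclusive = fewer than 70 cells counted for a yeast strain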;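 also: median GFP fluorescence of the barcode-gated MEP2-GFP cells per well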
# * = called active by the depositor; ? = inconclusive; . = not tested or not shown. Random draw from the library; overall some 1.7% were active at least once.
mol,GRK2 inh,CR mimetic SO,VLA-4 inh,RPL19A TOR yeast,AGP1 TOR yeast,LAP4 TOR yeast,MEP2 TOR yeast,CIT2 TOR yeast
CCN1C(=O)c2cccc3c(NC(=O)c4ccccc4)ccc1c23,0.0,100.8,5.2,96.4,93.9,99.8,99.0,96.3
Cc1nc2cc(NC(=O)Nc3cccc(F)c3)ccc2n1C,3.0,91.3,-13.6,100.3,103.5,100.7,104.0,108.8
CC(C)[C@H](NC(=O)C1CCN(S(=O)(=O)c2ccccc2)CC1)C(=O)NCc1ccncc1,1.0,93.2,4.6,89.7,85.2,?,108.5,102.8
O=C(c1ccc(OC2CCN(Cc3ccccc3OC(F)F)CC2)cc1)N1CCCC1,0.0,109.9,-5.3,89.4,103.5,92.7,86.6,93.4
O=C(c1ccco1)N1CCN(CCOc2ccccc2)CC1,0.0,103.8,24.6,97.8,101.5,101.4,99.8,96.6
COC(=O)c1cn(NC(=O)c2ccc([N+](=O)[O-])c(C)c2)c(=O)c2ccccc12,0.0,91.7,4.0,98.9,99.3,101.7,98.7,102.8
Cc1cc(C)n(/C(=C/N(C)C)C(=O)c2ccccc2)n1,0.0,98.5,-0.5,102.2,107.0,98.5,105.8,106.2
COc1ccc(-c2cc(C)no2)cc1S(=O)(=O)N(C)Cc1ccco1,0.0,87.1,0.6,100.0,100.6,99.2,109.4,100.0
CC1CCCC(NC(=O)COC(=O)Cc2ccc(Br)cc2)C1C (stereo not drawn),1.0,116.3,-6.3,96.2,96.1,94.0,96.7,102.5
CCOc1ccc(OCCC(=O)OCC(=O)Nc2ccc3c(c2)OCCO3)cc1,0.0,98.0,7.8,102.2,106.1,104.8,106.0,107.7
COc1ccc(-c2ccc(NS(=O)(=O)c3ccc([N+](=O)[O-])cc3)cc2)nn1,2.0,96.4,4.8,98.2,102.9,97.7,104.3,99.8
CC(C)(O)C#Cc1ccc(C(=O)NC(CCCNC(N)=O)C(=O)O)s1 (stereo not drawn),2.0,91.7,-4.6,91.9,96.0,89.2,85.7,94.3
Cc1cccc(C)c1NC(=S)N(C)CCc1ccccn1,1.0,85.6,-7.0,102.1,109.8,105.1,105.0,103.0
COc1cccc(N2C(=O)Nc3ccc(Br)cc3C2(O)C(=O)NCCN(C)C)c1 (stereo not drawn),0.0,102.2,7.8,91.5,93.4,95.7,92.0,106.4
CC1(C)CC(=O)c2sc(NS(=O)(=O)c3ccc(Cl)cc3)nc2C1,1.0,117.2,-1.7,104.0,106.4,107.0,103.3,104.8
C=CCn1c(C(O)c2ccccc2)nc2ccccc21 (stereo not drawn),0.0,103.8,9.0,107.4,99.8,93.4,109.6,104.4
C=CCSc1nc(N)c(C#N)c(-c2ccccc2)c1C#N,2.0,99.7,-2.0,90.4,87.7,82.6,96.1,75.2
C=CCn1c(SC(C)C(=O)Nc2ccc(Cl)cn2)nnc1C1CC1 (stereo not drawn),2.0,99.9,8.7,87.5,85.2,92.4,92.1,85.6
Cc1noc(C)c1COC(=O)Cc1ccc(Br)cc1,0.0,97.1,-1.8,97.0,101.5,108.3,93.8,98.8
Cn1ccsc1=NC(=O)c1ccc(S(=O)(=O)C(F)F)cc1,0.0,90.0,15.2,97.4,95.6,117.4,106.4,93.3
COc1ccc(NC(=O)CCc2nc3ccccc3[nH]2)cc1,1.0,97.5,1.8,96.2,98.1,99.8,97.6,96.6
N/C(=N\N=C\c1cccc(O)c1)c1nonc1N,2.0,111.2,11.5,96.2,100.1,103.3,99.7,95.8
Cc1ccc(NC(=O)N2C(=O)C3(OCCO3)c3ccccc32)cc1,3.0,99.2,7.4,.,99.2,103.8,102.4,98.4
CCn1c(CSc2nc3ccccc3s2)nc2ccccc21,3.0,93.4,-11.5,101.2,99.7,123.0,98.4,94.7
CC(=O)Nc1nc(N(C)C)nc(N(C)C)n1,2.0,94.4,1.1,96.4,98.0,102.5,99.1,101.2
CC(C)n1nc(C(=O)Nc2cccc(S(=O)(=O)N3CCOCC3)c2)c2ccccc2c1=O,0.0,108.8,2.4,88.8,89.3,89.7,96.0,85.2
Cc1ccccc1C(=O)N/N=C/c1ccncc1,0.0,96.2,16.4,94.2,100.4,107.5,100.6,84.7
CCCCNC(=O)N1CCN(c2ccnc3cc(Cl)ccc23)CC1,0.0,93.6,-0.3,96.7,95.9,91.1,109.0,96.2
CCc1ccc(NC(=O)C(=O)N/N=C(\C)CC(=O)NCCOC)cc1,1.0,111.2,-1.0,92.0,92.0,103.2,90.1,83.2
CCN(Cc1ccccc1)S(=O)(=O)c1nc2nc(C)c(C)c(C)n2n1,0.0,86.2,3.6,102.5,102.2,99.9,106.5,104.0
COCCCNC(=O)c1ccccc1NS(=O)(=O)c1ccc(C)cc1,0.0,110.1,9.8,91.5,94.8,96.4,94.1,99.1
Cn1cc(Br)c(C(=O)Nc2ncc(Br)s2)n1,7.0,103.1,12.7,106.1,99.6,97.0,111.8,99.8
CCCCc1ccc(NC(=S)N2CCCC(CO)C2)cc1 (stereo not drawn),1.0,97.2,8.0,95.7,98.4,97.4,96.2,90.2
Cc1cc(F)ccc1NC(=O)c1cccnc1,0.0,98.3,-2.2,99.9,?,80.2,?,95.8
CCOc1ccc(/C=N/NC(=O)c2ccccc2NC(=O)c2ccc(OC)cc2)cc1,0.0,107.8,6.1,108.2,100.5,95.4,99.6,99.9
CCCc1cc(C(=O)NNC(=S)NC2CCCCC2)cs1,0.0,101.9,3.0,100.7,94.1,97.0,94.6,93.6
Cc1cc(C)n(CC(O)COc2ccccc2C)n1 (stereo not drawn),0.0,92.7,-8.8,100.7,97.3,94.4,102.4,111.9
O=C(CCC(=O)Nc1nnc(C2CCCCC2)s1)Nc1ccccc1,1.0,231.9,4.3,99.1,105.0,95.2,103.7,104.4
CC(=O)NC1=NN(C(C)=O)C2(S1)C(=O)N(C(C)C)c1ccc(C)cc12 (stereo not drawn),0.0,111.8,12.6,110.0,113.3,113.4,112.5,111.5
S=C(NCCc1ccccc1)NN=C1CCCCCC1,0.0,100.5,0.5,100.9,100.1,122.4,105.2,103.4
CN1CCc2c(sc3c2c(NCc2ccco2)nc2nnnn23)C1,0.0,92.8,-19.3,100.6,101.2,102.6,99.2,99.8
CCCNC(=S)Nc1ccc2nc(-c3ccccn3)c(-c3ccccn3)nc2c1,0.0,100.7,21.4,102.2,107.5,87.8,107.4,106.2
N#Cc1cc2c(N)c(C(=O)Nc3ccccc3)sc2nc1N,0.0,97.5,-8.3,103.2,98.5,94.3,101.1,99.4
CCc1ccc(-c2cc(C)no2)cc1S(=O)(=O)NCCc1ccc(OC)c(OC)c1,11.0,105.8,11.9,100.3,98.1,97.0,99.3,100.8
NS(=O)(=O)c1ccc(NCc2ccccc2OCc2ccccc2F)cc1,0.0,105.1,22.5,115.5,86.0,86.1,94.2,79.3
CN(C)S(=O)(=O)c1ccc(NC(=O)CN2CCN(c3ccccn3)CC2)cc1,0.0,80.5,3.7,103.3,100.7,96.7,104.5,99.0
O=C(CCC(=O)NC1CCCCC1)NCc1ccc(F)cc1,1.0,89.0,7.0,97.3,97.5,98.3,103.1,96.2
COc1ccccc1NC(=O)c1ccc2nc(-c3ccccc3)c(-c3ccccc3)nc2c1,0.0,92.2,1.4,100.3,102.5,87.5,104.9,116.4

# The list goes on; it opens with the 4 that closed the last part.
mol,GRK2 inh,CR mimetic SO,VLA-4 inh,RPL19A TOR yeast,AGP1 TOR yeast,LAP4 TOR yeast,MEP2 TOR yeast,CIT2 TOR yeast
NS(=O)(=O)c1ccc(NCc2ccccc2OCc2ccccc2F)cc1,0.0,105.1,22.5,115.5,86.0,86.1,94.2,79.3
CN(C)S(=O)(=O)c1ccc(NC(=O)CN2CCN(c3ccccn3)CC2)cc1,0.0,80.5,3.7,103.3,100.7,96.7,104.5,99.0
O=C(CCC(=O)NC1CCCCC1)NCc1ccc(F)cc1,1.0,89.0,7.0,97.3,97.5,98.3,103.1,96.2
COc1ccccc1NC(=O)c1ccc2nc(-c3ccccc3)c(-c3ccccc3)nc2c1,0.0,92.2,1.4,100.3,102.5,87.5,104.9,116.4
Cc1ccc(-n2c(SCC(=O)NCCN3C(=O)CSC3=O)nnc2-c2ccccc2)cc1C,3.0,96.3,4.8,105.5,105.3,100.5,110.4,112.1
CN1C(=S)N(c2ccccc2)C(=O)/C1=C/c1cccs1,0.0,96.0,10.0,99.4,94.4,92.4,98.9,102.9
COc1cccc(CN2CCN(CC(=O)Nc3ccccc3Cl)CC2)c1,0.0,104.1,27.0,100.9,105.5,102.5,98.8,95.6
Cc1ccc(C(=O)N2CCC3(CC2)Oc2ccc(F)cc2C(=O)C32CC(c3cccnc3)=NO2)s1 (stereo not drawn),2.0,100.6,21.1,100.3,103.3,100.3,101.7,92.2
CCCCCn1c(N2CCC(Cc3ccccc3)CC2)nc2c1c(=O)[nH]c(=O)n2C,3.0,114.4,-9.8,101.1,97.5,88.4,85.5,84.3
CCCCNC(=O)c1ccccc1C(=O)NCCCC,1.0,96.3,9.7,99.1,101.3,95.8,95.9,98.0
CCOC(=O)c1cn2nc(-c3ccc(OC)cc3)cc2nc1C1CCN(C(=O)OC(C)(C)C)CC1,0.0,98.2,-28.9,102.4,103.2,97.8,102.3,101.1
COc1ccccc1CN1CC(C(=O)NCc2nccn2C)CCC1=O (stereo not drawn),3.0,105.9,-2.4,95.8,101.0,101.4,99.1,100.7
CC(=O)N/C(=C\c1ccccc1)C(=O)OC(C)C(=O)c1ccccc1 (stereo not drawn),0.0,91.4,1.2,106.5,109.0,110.1,105.8,109.2
Cc1ccc(Cl)cc1N1CCN(C(=O)C2CCN(S(=O)(=O)c3cnc[nH]3)CC2)CC1,0.0,100.9,8.0,99.9,95.2,95.4,104.8,98.8
O=C(COC(=O)c1ccc(F)cc1)Nc1ccc(Cl)cn1,2.0,108.3,5.3,99.1,105.3,105.0,96.0,97.8
Fc1ccc(C2=Nn3c(Cc4ccccc4)nnc3SC2)cc1,0.0,105.2,3.7,101.5,108.2,103.5,104.3,103.3
Cc1ccc(NC(=O)NC(=O)N(c2ccccc2)S(C)(=O)=O)cc1,0.0,91.8,6.0,96.2,98.6,103.9,98.0,94.8
CC(=O)c1ccc([N+](=O)[O-])c(CS(=O)(=O)c2ccccc2)c1,0.0,80.5,-3.9,103.2,101.1,93.8,99.7,106.9
Cc1ccc2sc(N(CCCN(C)C)C(=O)c3ccc(S(=O)(=O)N(C)C4CCCCC4)cc3)nc2c1C,0.0,94.7,10.2,97.6,103.1,97.4,104.0,109.3
O=S1(=O)CCC(n2nccc2-c2ccccc2)C1 (stereo not drawn),0.0,102.3,8.3,103.5,102.1,97.6,106.5,105.6
CCOC(=O)C1CCCCN1Cc1ccc(-c2ccccc2)cc1 (stereo not drawn),0.0,104.8,-2.5,102.6,98.2,95.2,106.7,105.2
Cc1nc(Cl)c(C(=O)NCc2ccccc2)c(C)c1Cl,0.0,95.2,6.4,98.9,100.0,107.1,97.8,102.6
CCOc1nc(C)cc(COC)c1C(N)=O,0.0,96.6,2.5,110.2,119.0,117.3,114.6,120.5

# From PubChem
